# BoNT-F LC inh – BoNT/F light chain protease inhibitors, primary screen, biochemical, flow cytometry, MLPCN library | AID 588497, 2011 | Botulinum neurotoxin type F light chain protease (Clostridium botulinum) | inhibition, % at 10 µM | Multiplex microsphere protease cleavage assay | 360,000 tested, 0.22% active; in the data active means inhibition above about 35%, passing the limit was not always enough; inconclusive means no clear call, values can overlap the other calls; further: plate controls were buffer without enzyme for full effect and enzyme alone for no effect
# Mtb UGM inh – M. tuberculosis UGM enzyme inhibitors, primary screen, biochemical, fluorescence polarization, single point. UDP-galactopyranose mutase (Mycobacterium tuberculosis (strain ATCC 25618 / H37Rv)), …. purified UGM, fluorescence polarization probe displacement. inhibition, % at 10 µM. 320,000 tested, 0.06% active. AID 504406, 2011; in the data active means inhibition above about 10%, passing the limit was not always enough; inconclusive means no clear call, values can overlap the other calls
# CCHF vOTU inh – CCHFV vOTU protease inhibitors, primary screen, biochemical, Pep-AMC substrate, fluorescence | AID 651958, 2012 | Crimean-Congo hemorrhagic fever virus L polyprotein viral ovarian tumor (vOTU) protease … | 370,000 tested, 0.55% active | inhibition, % at 11.5 µM; further: 0% = vehicle wells with enzyme and 100% = no enzyme wells
# FadD28 FP inh – inhibitors of FadD28 bisubstrate probe binding, primary screen, biochemical, fluorescence polarization, single point. Mycobacterium tuberculosis FadD28 fatty-acid-AMP ligase. inhibition, % at 12.5 µM. 360,000 tested, 0.22% active. AID 588549, 2011; in the data active means inhibition above about 8.5%, passing the limit was not always enough; inconclusive means no clear call, values can overlap the other calls
# FBA Mtb inh – Mtb FBA enzyme inhibitors, primary screen, biochemical, fluorescence, strain H37Rv. purified M. tuberculosis FBA, fluorescence read-out. 360,000 tested, 2.3% active. AID 588726, 2011. inhibition, % at 1 µM; in the data active means inhibition above about 27%;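 further: 0% = vehicle and 100% = reference inhibitor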
# Target sequence (P9WQA3 whole entry, looked up): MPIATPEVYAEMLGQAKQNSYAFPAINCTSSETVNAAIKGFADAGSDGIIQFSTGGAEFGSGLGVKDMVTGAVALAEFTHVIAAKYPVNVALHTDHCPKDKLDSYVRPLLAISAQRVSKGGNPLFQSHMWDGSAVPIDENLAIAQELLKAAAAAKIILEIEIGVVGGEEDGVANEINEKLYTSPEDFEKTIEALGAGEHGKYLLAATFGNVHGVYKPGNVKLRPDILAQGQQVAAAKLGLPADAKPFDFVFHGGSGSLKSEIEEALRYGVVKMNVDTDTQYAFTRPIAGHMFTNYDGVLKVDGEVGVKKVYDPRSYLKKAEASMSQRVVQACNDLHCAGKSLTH
# VHR inh abs – VHR1 phosphatase inhibitors, primary screen, biochemical, absorbance, uHTS; Dual specificity protein phosphatase 3 (Homo sapiens), P51452; recombinant VHR phosphatase, pNPP absorbance; inhibition, % at 13.3 µM; 290,000 tested, 0.52% active; in the data active means inhibition above about 50%; further: some compounds called inactive have numbers as strong as hits
# Target sequence (P51452 whole entry, looked up): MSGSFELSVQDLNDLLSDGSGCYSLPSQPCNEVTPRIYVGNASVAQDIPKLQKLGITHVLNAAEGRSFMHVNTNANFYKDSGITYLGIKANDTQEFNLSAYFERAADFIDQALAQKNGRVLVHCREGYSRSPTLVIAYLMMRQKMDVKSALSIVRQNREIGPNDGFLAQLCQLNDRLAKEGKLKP
# Rv3671c protease – Rv3671c serine protease inhibitors, primary screen, biochemical, fluorescence polarization, M. tuberculosis H37Rv. 320,000 tested, 0.048% active. inhibition, % at 5.96 µM; in the data active means inhibition above about 38%;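 further: extracellular domain of Rv3671c used as enzyme; 0% = enzyme with DMSO and 100% = no enzyme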
# Target sequence (P9WHR9 whole entry, looked up, the tested form may be a part): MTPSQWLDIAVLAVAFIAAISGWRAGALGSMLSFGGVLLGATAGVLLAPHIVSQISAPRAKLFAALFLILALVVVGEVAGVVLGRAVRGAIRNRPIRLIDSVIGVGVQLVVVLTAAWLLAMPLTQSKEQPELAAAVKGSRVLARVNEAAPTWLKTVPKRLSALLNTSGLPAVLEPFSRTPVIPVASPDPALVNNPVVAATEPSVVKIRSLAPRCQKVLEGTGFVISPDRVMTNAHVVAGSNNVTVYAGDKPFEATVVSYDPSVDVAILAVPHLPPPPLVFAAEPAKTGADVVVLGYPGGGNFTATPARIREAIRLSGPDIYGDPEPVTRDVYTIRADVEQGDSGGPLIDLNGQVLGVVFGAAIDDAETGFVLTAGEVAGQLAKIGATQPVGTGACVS
# GDH-TPI counter – GDH-TPI coupling enzyme inhibitors, primary screen, artefact control for M. tuberculosis FBA inhibitor project, biochemical, absorbance, full deck | GDH-TPI coupled enzyme counterscreen, NADH absorbance | inhibition, % at 4.8 µM | 360,000 tested, 1.2% active | AID 588335, 2011;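 further: 0% = DMSO wells and 100% = wells lacking the enzyme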
# MazF activator – activators of E. coli MazEF toxin-antitoxin RNase, primary screen, biochemical, fluorescence, uHTS; Endoribonuclease toxin MazF (Escherichia coli (strain K12)), P0AE70; FAM/BHQ RNA-DNA oligo cleavage fluorescence, 5 h; activation, % at 20 µM; 350,000 tested, 0.32% active; in the data active means activation above about 50%
# Target sequence (P0AE70 whole entry, looked up): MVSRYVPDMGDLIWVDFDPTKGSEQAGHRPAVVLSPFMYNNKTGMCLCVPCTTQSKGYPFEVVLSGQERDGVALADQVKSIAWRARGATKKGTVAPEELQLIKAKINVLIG
# BioA inh – M. tuberculosis BioA enzyme inhibitors, primary screen, biochemical, plate reader, single point, HTS; 7,8-diaminopelargonic acid synthase BioA (Mycobacterium tuberculosis); purified M. tuberculosis BioA enzyme; inhibition, % at 9.99 µM; 360,000 tested, 0.096% active; in the data active means inhibition above about 40%; inconclusive means no clear call, values can overlap the other calls
# * hit, by the source's call; ? = inconclusive; nt = not tested or not shown. Unless noted, no stated cut-off is given here; in the data, active means inhibition above about 30%; inactive means the rest.
SMILES,BoNT-F LC inh,Mtb UGM inh,CCHF vOTU inh,FadD28 FP inh,FBA Mtb inh,VHR inh abs,Rv3671c protease,GDH-TPI counter,MazF activator,BioA inh
CCc1ccc2c(c1)C(O)(CC(=O)c1cccs1)C(=O)N2 (configuration not stated),-4,5.2,-8,-0.6,6,14,-10,6,5,1.3
Fc1ccc(N/N=C/C=C/c2ccccc2)c(F)c1,-10,-1.3,0,0.9,3,13,-3,21,2,nt
O=C(/C=C/c1ccccc1)NCCc1ccccc1,-6,0.3,2,-5.2,-1,22,-3,0,-2,-1.1
O=C(OCn1nnc2ccccc2c1=O)C1CCN(S(=O)(=O)c2cccs2)CC1,-4,3.7,2,-5.1,-7,0,-7,-9,-5,2.0
O=C1c2ccccc2C(=O)c2c1ncn2-c1ccccc1,-23,0.1,24,-0.4,-1,-2,-4,5,-4,-0.6
Cc1cc(C)cc(OCC(=O)OCc2nnc(-c3ccccc3)o2)c1,-7,0.7,-1,-1.3,1,12,7,1,4,nt
Cc1ccc(C(=O)Nc2nnc(-c3ccncc3)o2)cc1,-5,0.3,-4,-5.1,-2,14,-3,7,3,nt
CCN1C(=NCCc2ccc(Br)cc2)N[C@@H](c2ccccc2)[C@H](C(=O)OC)[C@H]1C,1,-2.3,-10,-5.8,1,nt,7,-4,14,1.0
O=C1CC(C(=O)O)NC(=S)N1 (configuration not stated),1,nt,7,-3.8,-2,nt,nt,-6,4,-1.1
CCc1noc(C)c1C(=O)N(C)CC(=O)Nc1ccccc1Br,4,1.2,-3,-5.1,-4,nt,0,-5,-3,-1.7
O=C(N/N=C/c1c(Cl)[nH]c2ccccc12)c1sc2ccccc2c1Cl,-4,nt,-8,-6.6,-2,0,-45,6,1,nt
C/C(=N/N=C(/C)c1cccs1)c1cccs1,-1,2.8,14,-1.6,3,21,-1,24,-3,-1.2
Cc1ccc(C(C)(c2ccc(N)cc2)c2ccc(N)cc2)cc1,1,-0.9,-4,-0.4,1,nt,-1,0,3,-1.3
COc1ccc(C(=O)Nc2cccc(OC(=O)c3ccc(C)c(C)c3)c2)cc1,1,1.0,4,-0.2,-2,10,-131,0,-4,-1.1
COCCn1c(-c2ccccc2)cc(C(=O)O)c1C,-3,-2.5,2,-2.2,17,nt,10,-2,0,-1.7
Cc1cc(C(=O)Nc2cccc(/C=C/C(=O)O)c2)c(C)o1,4,-0.1,-2,-1.8,0,8,-1,5,-2,1.6
Cc1cc(Cl)ccc1C(=O)C1CCCN(C(=O)c2ccsc2)C1 (configuration not stated),-5,-1.2,-4,-1.1,-1,-7,1,-2,-9,6.9
CCN(CC)S(=O)(=O)c1ccc(NC(=O)c2ccc(Cl)nc2)cc1,-2,-3.6,2,-3.2,-5,-7,-2,9,6,52*
O=C1C=C(O)CC(c2ccc(Cl)c(Cl)c2)C1 (configuration not stated),0,-1.5,-2,-2.2,8,-1,0,-7,-1,1.7
COc1ccccc1NC(=O)NC1(C(=O)NCC2CCCO2)CCCCC1 (configuration not stated),-20,3.5,-4,0.3,-3,12,-2,-2,9,nt
CCCn1c(N)c(N(CCOC)C(=O)c2ccc(C#N)cc2)c(=O)[nH]c1=O,-5,-0.2,4,-0.1,7,7,-5,3,-8,nt
CC(C)c1ccc(CNC(=O)C2CC(=O)N(C3CCCCC3)C2)cc1 (configuration not stated),5,0.4,11,-3.6,0,20,-6,-11,-1,-1.0
C=CCNC(=O)NC(=O)COC(=O)/C=C/c1cccc([N+](=O)[O-])c1,1,-0.8,-1,-1.5,-1,37,0,4,0,nt
Cc1nnc(SCC(=O)Nc2sc3c(c2C#N)CCCCC3)n1N,-3,1.4,2,0.8,3,13,1,9,-4,-3.0
CC(=O)Nc1ccc(NC(=O)c2c(C)nc3ccccn23)cc1,1,-0.3,-14,0.7,0,11,1,10,-4,-1.3

# Complete entries, looked up by structure. Values in the order: BoNT-F LC inh, Mtb UGM inh, CCHF vOTU inh, FadD28 FP inh, FBA Mtb inh, VHR inh abs, Rv3671c protease, GDH-TPI counter, MazF activator, BioA inh
# CC(C)c1ccc(CNC(=O)C2CC(=O)N(C3CCCCC3)C2)cc1 (configuration not stated) across the screens: 5, 0.4, 11, -3.6, 0, 20, -6, -11, -1, -1.0
# CCc1noc(C)c1C(=O)N(C)CC(=O)Nc1ccccc1Br across the screens: 4, 1.2, -3, -5.1, -4, nt, 0, -5, -3, -1.7
# O=C1C=C(O)CC(c2ccc(Cl)c(Cl)c2)C1 (configuration not stated) across the screens: 0, -1.5, -2, -2.2, 8, -1, 0, -7, -1, 1.7
# C=CCNC(=O)NC(=O)COC(=O)/C=C/c1cccc([N+](=O)[O-])c1 across the screens: 1, -0.8, -1, -1.5, -1, 37, 0, 4, 0, nt
# Cc1ccc(C(C)(c2ccc(N)cc2)c2ccc(N)cc2)cc1 across the screens: 1, -0.9, -4, -0.4, 1, nt, -1, 0, 3, -1.3

# Further compounds:
SMILES,BoNT-F LC inh,Mtb UGM inh,CCHF vOTU inh,FadD28 FP inh,FBA Mtb inh,VHR inh abs,Rv3671c protease,GDH-TPI counter,MazF activator,BioA inh
COc1cc(NC(=O)CSc2nnc3ccc(-c4ccncc4)nn23)cc(OC)c1,-1,0.4,-14,-1.4,2,10,1,0,-28,nt
O=C1CSc2ccc(C(=O)NCC(c3ccco3)N3CCCCC3)cc2N1 (configuration not stated),1,1.7,-1,-3.2,-2,16,-1,-3,0,nt
O=C(NCc1ccccn1)C(=O)NCC1OCCN1S(=O)(=O)c1ccc(F)cc1 (configuration not stated),13,0.5,2,1.5,1,29,-1,7,4,1.4
CCCCCN(C(=O)CCC(=O)OCC(=O)c1ccc(CCC)cc1)c1c(N)n(CCCC)c(=O)[nH]c1=O,-1,-0.9,11,0.2,-3,nt,-7,-9,-3,-1.6
CCOC(=O)N1CCN(S(=O)(=O)c2cccs2)CC1,-10,-1.5,17,-1.1,-1,4,1,4,9,-1.4
CC(C)(C)CNc1cc(N2CCCC2)ccc1[N+](=O)[O-],1,1.4,nt,-1.8,-1,30,5,2,-6,-3.3
COc1ccc(S(=O)(=O)N2CCCC(C(=O)Nc3ccc(OC)c(OC)c3)C2)cc1 (configuration not stated),-12,3.6,-4,-1.8,-1,14,-8,-8,1,-0.5
CN(C(=O)c1ccc(Br)o1)C1CCS(=O)(=O)C1 (configuration not stated),4,2.0,8,-1.7,-2,20,-2,-4,4,-0.5
Nc1cnc(CNc2ccccc2Cl)cn1,-3,2.2,0,-1.1,0,11,-6,8,4,1.1
CC(C)(O)CNC(=O)C(Cc1ccccc1)N1C(=O)c2ccccc2C1=O (configuration not stated),3,1.2,-2,-2.2,1,14,-12,-5,-6,0.3
COCC(=O)N(Cc1nc2ccccc2c(=O)[nH]1)Cc1cccs1,13,-0.6,-3,-1.6,4,27,7,1,5,-1.3
COc1ccccc1C1CC(c2ccco2)=NN1S(C)(=O)=O (configuration not stated),-7,0.3,-9,0.2,0,19,4,4,9,nt
CC1(C)Cc2cccc(OCC(=O)OCC(=O)NCc3ccc(F)cc3)c2O1,7,-1.3,-5,-1.0,0,nt,1,5,2,-1.5
CNC(=S)NNc1ccccc1[N+](=O)[O-],0,-0.3,-1,1.1,-3,12,7,15,2,-4.0
O=C(c1ccc(F)cc1)n1ccc(-c2cnc(-c3ccccc3)s2)n1,1,2.1,-19,-0.2,47*,7,0,22,-7,-1.0
COc1ccc(S(=O)(=O)Nc2cccc3c2O[C@H](CN(C)S(=O)(=O)c2ccc(F)cc2)[C@H](C)CN([C@H](C)CO)C3=O)cc1,1,5.0,14,-0.9,2,nt,-7,-10,3,0.1
CCOc1ncccc1C(=O)OCc1ccc(Cl)cc1,-5,-2.2,23,-3.3,4,-7,5,-5,-4,nt
COc1cccc(C2C(C#N)=C(N)N(N(C)C)C3=C2C(=O)CCC3)c1 (configuration not stated),10,0.7,7,-3.7,1,4,5,-3,-3,1.9
COc1cc(CNc2ccc3[nH]c(=O)[nH]c3c2)ccc1OCc1ccccc1C,-43,-1.0,-10,-0.9,14,40,6,9,8,-1.9
C[C@]12CC[C@H](O)C[C@@H]1CC[C@@H]1[C@@H]2CC[C@@]2(C)[C@H]1CCC(=O)[C@]21CCCO1,-6,nt,-7,1.3,-2,nt,nt,6,4,-1.2
Cc1onc(-c2ccccc2)c1NC(=O)Nc1ccc(OC(F)F)cc1,nt,-1.6,-11,-1.9,0,-3,2,-1,-1,1.7
COCCN=C1Sc2nc3ccc(C)cc3cc2CN1Cc1ccco1,13,1.6,0,-5.0,0,-21,-4,6,-1,3.4
Cc1[nH]c2ccccc2c1SCCNC(=O)c1ccc(Br)o1,-19,-0.3,3,1.6,3,-12,-2,-2,0,nt
CC1=C(C(=O)OCc2ccccc2)C(c2cccc(Br)c2)NC(=O)N1 (configuration not stated),?,1.7,-5,-3.3,0,22,2,2,6,1.0
CN(Cc1ccccc1)S(=O)(=O)c1ccc(NC(=O)C2CCCO2)cc1 (configuration not stated),-2,-0.7,1,-0.7,2,36,-3,3,2,1.2

# (cont.)
SMILES,BoNT-F LC inh,Mtb UGM inh,CCHF vOTU inh,FadD28 FP inh,FBA Mtb inh,VHR inh abs,Rv3671c protease,GDH-TPI counter,MazF activator,BioA inh
CC(=O)c1ccc(NC(=S)NCCCn2ccnc2)cc1,-3,1.0,-14,-1.7,2,22,-6,6,2,nt
Cc1ccc(C(=O)O/N=C(\N)c2ccc(C(F)(F)F)cn2)cc1,-8,-1.7,4,-2.8,-1,4,1,1,-7,-0.3
CCOC(=O)C1=C(CN2CCOCC2)NC(=O)NC1c1cccc([N+](=O)[O-])c1 (configuration not stated),-10,-2.1,-4,1.0,1,14,-4,-9,2,2.0
O=S(=O)(NCc1cccnc1)c1ccc(Cl)c2ccccc12,3,0.2,-6,0.6,5,20,5,8,3,-1.9
O=C1C=CC(=O)N1Cc1cccnc1,-9,nt,14,-3.2,-3,nt,nt,-8,4,-1.8
O=C(NC1=NCCS1)c1ccc(Cl)cc1,-27,0.3,2,-1.2,-3,-4,4,5,1,-0.4
COc1ccc(CCC(=O)NCCNC(=O)CCc2ccc(OC)cc2)cc1,9,-1.2,-3,0.4,2,22,-1,7,6,-0.6
Cc1cccc(NC(=O)CN2C(=O)C(C)Oc3ccccc32)n1 (configuration not stated),-6,-0.6,5,0.0,6,18,-3,-2,-3,nt
CCC(CC)c1nnc(NC(=O)c2cc(-c3ccccc3)nc3ccccc23)s1,0,-3.2,-16,-1.8,1,18,0,2,1,nt
S=c1[nH]nc(CCSCc2ccccc2)n1-c1ccccc1,-7,1.9,-6,-1.6,1,-23,0,12,1,nt
CC(C)(C)OC(=O)N1Cc2ccccc2C[C@H]1C(=O)NC1CCCC1,-5,0.6,-5,-1.0,1,27,nt,1,5,-0.9
Cc1ccc(C(=O)c2cc([N+](=O)[O-])ccc2N2CCOCC2)cc1C,-5,4.0,-2,-5.4,-5,13,-9,13,-2,nt
Cc1ccccc1NC(=O)Cc1nc(COC(=O)CCNS(=O)(=O)c2ccccc2)cs1,-6,-1.3,-7,-0.6,0,nt,-3,-5,-4,0.1
CCOC(=O)Cc1nnc(NC(=O)CSc2ncc(-c3ccccc3)nn2)s1,-3,-2.7,-8,-4.2,2,29,-12,6,1,0.1
COc1ccc(-n2c(COc3ccc(C)cc3)nnc2SCc2ccc(C#N)cc2)cc1,-1,-2.7,-7,-3.3,3,10,-6,2,-7,-1.2
Cc1cc(-c2n[nH]c(=S)n2/N=C/c2ccco2)n[nH]1,?,1.5,-11,-0.1,0,-15,0,17,-6,nt
